Compound activity (PubChem BioAssay)
Fam108B inh = Fam108B inhibition, counter-screen for RBBP9 inhibitors. AID 1947. actives 0.33% (n = 300,000). inhibition, % at 9.51 µM. recombinant Fam108B, FP-Rh probe fluorescence polarization;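 active means inhibition above the screen mean inhibition plus 3 SD, computed separately per campaign, cut at about 18% in these data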;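 further: inhibitors lower polarization as less probe binds the enzyme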
TPT1 inhibitor = C. albicans TPT1 enzyme inhibition | inhibition, % at 5 µM | recombinant caTPT1, FP RNA substrate dephosphorylation | actives 0.81% (n = 300,000);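 active means inhibition above the mean of all tested compounds plus 3 SD, set per screening campaign, cut at about 24% in these data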;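 further: plate controls were DMSO alone for no effect and ferristatin control at 100 nM for full effect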
MEX-5 binding = C. elegans MEX-5 TCR-2 RNA binding activity. Q9XUB2. MEX-5/FITC-TCR2 RNA binding, fluorescence polarization; hits give low values. activity score (negative = inhibition of binding), % at 10 µM. actives 0.38% (n = 300,000);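 active means inhibition past about -25% in most replicates, and total fluorescence under double the plate's negative control median, limit read from the data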;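 further: 0% = DMSO and -100% = 5 µM competing unlabeled TCR2 RNA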
MCL1 BIM primary = inhibitors of human MCL1 binding to BIM-BH3 peptide; Q07820; GST-MCL1 / FITC-Bim-BH3 fluorescence polarization; inhibition, % at 10.9 µM; actives 0.68% (n = 320,000); AID 2057;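 active means inhibition above the mean inhibition of all tested compounds plus 3 SD, set per campaign, cut at about 40% in these data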;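 further: 0% = DMSO wells and 100% = unlabeled Bim-BH3 peptide control; higher means more loss of mP so more displacement of Bim peptide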
Target sequence (Q07820 whole entry, looked up): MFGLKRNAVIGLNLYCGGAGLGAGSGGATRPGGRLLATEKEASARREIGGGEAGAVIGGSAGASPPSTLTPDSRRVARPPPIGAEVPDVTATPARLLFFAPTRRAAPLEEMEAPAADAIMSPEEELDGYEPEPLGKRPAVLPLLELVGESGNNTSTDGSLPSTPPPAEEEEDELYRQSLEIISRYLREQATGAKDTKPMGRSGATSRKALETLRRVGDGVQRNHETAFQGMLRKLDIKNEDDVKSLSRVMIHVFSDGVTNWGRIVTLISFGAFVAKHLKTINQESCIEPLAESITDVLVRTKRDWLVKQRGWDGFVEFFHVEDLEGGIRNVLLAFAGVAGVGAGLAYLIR
GLD-1 TGE inh = GLD-1-TGE RNA interaction inhibition (C. elegans); purified GLD-1 + fluorescein TGE RNA, fluorescence polarization; inhibition, % at 5.96 µM; Q17339; AID 2280; actives 0.44% (n = 320,000);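 active means percent inhibition above a per-plate cutoff, the plate mean of test compounds plus 3 SD, cut at about 30% in these data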;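 further: 0% = DMSO wells with GLD-1 and probe and 100% = wells lacking GLD-1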
GSTO1 inh = GSTO1 inhibition, counter-screen for RBBP9 inhibitors. P78417. recombinant GSTO1, activity-based probe fluorescence polarization. actives 1.1% (n = 300,000). inhibition, % at 5.96 µM;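 active means inhibition above the campaign mean inhibition plus 3 SD, cut at about 35% in these data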;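 further: 0% = GSTO1-1 with DMSO and 100% = wells lacking GSTO1-1 enzyme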
Target sequence (P78417 whole entry, looked up): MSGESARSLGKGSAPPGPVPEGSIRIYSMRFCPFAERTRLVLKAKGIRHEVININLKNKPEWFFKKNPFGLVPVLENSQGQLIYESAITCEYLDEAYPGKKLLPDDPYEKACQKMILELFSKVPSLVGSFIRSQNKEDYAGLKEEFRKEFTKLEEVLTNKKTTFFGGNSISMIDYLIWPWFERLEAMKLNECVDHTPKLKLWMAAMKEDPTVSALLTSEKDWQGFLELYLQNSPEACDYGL
PAD4 FP inh = blocks human protein arginine deiminase 4; Q9UM07; recombinant PAD4, RCA probe fluorescence polarization; inhibition, % at 6.36 µM; actives 0.41% (n = 330,000);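 active means percent inhibition above a cutoff equal to the mean of all tested compounds plus 3 SD, cut at about 15% in these data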;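 further: 0% = PAD4 with RCA probe and DMSO and 100% = probe without PAD4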
BCLXL inh = Bcl-xL (human) inhibition; Q07817; GST-Bcl-xL / FITC-Bim BH3 peptide fluorescence polarization; inhibition, % at 10.9 µM; actives 0.7% (n = 320,000); AID 2129;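 active means inhibition above the mean of all tested compounds plus 3 SD, cutoff set per campaign, cut at about 30% in these data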;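 further: 0% = DMSO wells and 100% = unlabeled Bim-BH3 peptide competitor; inhibitors lower millipolarization by displacing the labeled peptide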
PME-1 inh = PME-1 (human) inhibition. inhibition, % at 5.9 µM. Q9Y570. recombinant PME-1, FP-Rh probe fluorescence polarization. actives 0.53% (n = 320,000);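 active means inhibition above the campaign mean of all compounds plus 3 SD, cut at about 26% in these data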;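 further: competitive labeling of PME-1 active site by serine hydrolase directed probe; 0% = PME-1 with DMSO and 100% = wells lacking PME-1 enzyme; inhibitors block probe labeling so polarization falls and inhibition rises; many of its hits are not listed in these tables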
Target sequence (Q9Y570 whole entry, looked up): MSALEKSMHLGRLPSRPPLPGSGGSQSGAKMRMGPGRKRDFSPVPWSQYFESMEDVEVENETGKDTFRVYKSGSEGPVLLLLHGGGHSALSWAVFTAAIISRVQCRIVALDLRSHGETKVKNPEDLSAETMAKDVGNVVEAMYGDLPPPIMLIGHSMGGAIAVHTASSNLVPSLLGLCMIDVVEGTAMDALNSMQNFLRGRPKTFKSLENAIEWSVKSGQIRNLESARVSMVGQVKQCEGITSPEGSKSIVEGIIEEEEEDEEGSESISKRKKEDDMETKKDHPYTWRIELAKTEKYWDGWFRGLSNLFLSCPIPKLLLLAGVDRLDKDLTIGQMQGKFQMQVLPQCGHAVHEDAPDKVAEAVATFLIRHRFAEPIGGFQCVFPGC
An asterisk follows results filed as active; x = not tested or not shown.

SMILES	Fam108B inh	TPT1 inhibitor	MEX-5 binding	MCL1 BIM primary	GLD-1 TGE inh	GSTO1 inh	PAD4 FP inh	BCLXL inh	PME-1 inh
COc1ccccc1CNC(=O)C(=O)NCC1CCCN1S(=O)(=O)c1cccs1 (configuration not stated)	0	-1	1.1	3	-7	2	-4	2	4
Cc1ccc(S(=O)(=O)N(C)CC(=O)OCC(=O)NC(c2ccccc2)c2ccccc2)cc1	-4	2	2.8	-3	10	10	-10	2	1
COc1ccc(S(=O)(=O)NCCc2cn3cccc(C)c3n2)cc1OC	-1	2	4.1	6	6	4	-1	2	5
O=C(CCSCCc1ccccn1)Nc1ccc(Cc2ccncc2)cc1	-1	-1	-1.0	8	2	6	-2	2	4
O=S(=O)(NC1CCCC1)c1ccc(S(=O)(=O)N2CCCN(Cc3ccccc3)C2)cc1	-2	-1	0.5	1	1	2	1	1	-2
CCCOc1ccc(-c2nc(C#N)c(N3CCN(C)CC3)o2)cc1	-1	3	0.3	-2	-11	1	-2	-2	7
C=CCC1CCC/C(=N\NS(=O)(=O)c2ccc(C)cc2)C1 (configuration not stated)	-5	1	-1.1	0	2	0	-2	1	-5
CCc1c(C)nc(N2CCN(Cc3ccccc3)CC2)[nH]c1=O	3	-3	-0.8	0	-1	-2	-1	4	1
Cc1ccc(S(=O)(=O)NCCCCCC(=O)Nc2ccccn2)cc1	4	-30	-0.2	12	13	4	-2	6	1
CCC(C)NC(=O)C1(C)CCC(=O)N1CCc1ccc(OC)c(OC)c1 (configuration not stated)	2	-1	2.8	-1	4	3	-3	0	6

Exported with values under each structure: two of the compounds above
Each structure is followed by: Fam108B inh, TPT1 inhibitor, MEX-5 binding, MCL1 BIM primary, GLD-1 TGE inh, GSTO1 inh, PAD4 FP inh, BCLXL inh, PME-1 inh
- CCc1c(C)nc(N2CCN(Cc3ccccc3)CC2)[nH]c1=O
 : 3, -3, -0.8, 0, -1, -2, -1, 4, 1
- Cc1ccc(S(=O)(=O)NCCCCCC(=O)Nc2ccccn2)cc1
 : 4, -30, -0.2, 12, 13, 4, -2, 6, 1

Later entries:
SMILES	Fam108B inh	TPT1 inhibitor	MEX-5 binding	MCL1 BIM primary	GLD-1 TGE inh	GSTO1 inh	PAD4 FP inh	BCLXL inh	PME-1 inh
Cc1cccc(C)c1OC(=O)CSc1nnc(-c2ccccc2O)o1	5	0	-2.0	10	6	20	-1	-3	-1
Cc1c(NS(=O)(=O)c2cccc(C(=O)O)c2)c(=O)n(-c2ccccc2)n1C	-2	-3	-0.5	1	-4	5	4	7	-3
COc1ccc(C2C(C#N)=C(N)N(c3ccccc3C#N)C3=C2C(=O)CCC3)cc1CN1CCCC1 (configuration not stated)	-4	-3	1.7	-24	-12	-9	-7	-8	-12
CCOC(=O)N1CCC(N(CCOC)C(=O)Nc2ccc(Cl)cc2)CC1	-4	3	1.5	7	-11	5	-3	0	-12
FC(F)(F)c1cnc(Sc2nc3nccc(-c4ccc(Cl)cc4)n3n2)c(Cl)c1	-5	1	1.7	-1	-2	4	0	2	-11
Cc1ccc(S(=O)(=O)NC2CC(C)(C)NC(C)(C)C2)c(C)c1C	3	2	2.3	4	2	2	1	1	-4
O=C(NC(c1ccccc1)c1ccccc1)c1ccc(S(=O)(=O)C(F)F)cc1	2	-2	-0.6	-8	-2	-7	2	-6	1
Cc1cc2c(cc1C)C(c1cc(Br)ccc1F)CC(=O)N2 (configuration not stated)	3	-1	1.3	3	8	4	1	2	-3
CSCCNC(=O)c1ccc(OC2CCN(CCc3ccccc3)CC2)cc1	6	-1	2.1	8	2	1	-5	0	1
CN1CCN(C(=O)CC2(CC(=O)O)CCCC2)CC1	2	0	-0.6	5	0	1	0	4	3
O=C(CCn1cnc2ccccc2c1=O)Nc1nc2c(s1)CCCC2	-2	-2	0.4	5	3	-10	2	-1	1
COc1ccc(C(=O)CCC(=O)N2CCN(c3cc(C)ccc3C)CC2)cc1	-3	-2	-0.9	4	0	-10	7	4	-2
CC1=CN2C(=N)/C(=C/c3ccc([N+](=O)[O-])o3)C(=O)N=C2S1	19*	77*	-0.2	31	12	13	-23	35*	33*
CCOC(=O)c1cc(NC(=O)Nc2ccccc2OC)c(C)nc1C	-3	-1	2.3	-8	-1	0	-3	-3	9
COc1ccc(CNC(=O)CN(c2ccc(OC)cc2)S(=O)(=O)c2c(C)[nH]c(=O)[nH]c2=O)cc1	1	-2	0.0	0	2	0	5	3	1
CN(Cc1cn(C)nc1-c1ccccc1F)CC1CCCCO1 (configuration not stated)	1	1	-0.2	4	0	5	0	3	-4
COc1ccc(OC)c(NC(=O)C2CC(=O)n3ncnc3N2)c1 (configuration not stated)	-5	-2	0.9	-1	-3	3	-3	2	6
COc1ccc(CC(=O)Nc2ccc(S(=O)(=O)N3CCN(C)CC3)cc2)cc1	x	x	x	1	3	x	1	-1	7
CCSc1nc(C)cc(C)c1S(=O)(=O)c1ccccc1C	-5	1	1.3	1	-4	-8	3	3	4
CCc1ccccc1S(=O)(=O)c1c(C)cc(C)nc1Cl	0	-5	1.1	1	3	6	1	6	10
CSc1ccc(Cn2nnc(C(=O)Nc3ccc(C)c(C)c3)c2N)cc1	0	3	-0.6	8	4	-2	0	2	6
CN(C)S(=O)(=O)c1ccc2oc(SCC(=O)Nc3ccccc3F)nc2c1	-6	-1	0.9	-2	6	-2	-2	-7	2
O=C(O)c1ccc(COc2cccc(CO)c2)cc1	3	-1	0.3	2	6	-1	0	3	6
CCNC(=S)N1CC(C)OC(C)C1 (configuration not stated)	1	-2	-3.5	5	0	2	7	4	-3
CCCOc1ccc(N2C(=O)C3C(C(C)C)NC4(C(=O)c5ccccc5C4=O)C3C2=O)cc1 (configuration not stated)	-3	-3	1.4	7	12	9	-10	6	4
CC(=O)N(CCN(C)C)c1nc2cc3c(cc2s1)OCCO3	2	-1	-1.6	-2	1	3	-1	-2	-6
CCOC(=O)N1CCN(CC(O)COc2cc(C)ccc2C(C)C)CC1 (configuration not stated)	0	-1	2.4	7	4	-1	0	5	-5
CC(C)OC(=O)CN1C(=O)c2ccccc2C1=O	2	-5	0.5	7	11	4	-4	6	-4
CCC1Nc2ncnc(N3CCN(c4ccccc4)CC3)c2N(Cc2ccc(Cl)cc2)C1=O (configuration not stated)	1	-3	0.1	-1	0	-3	-1	1	-4
CCOc1ccccc1N1CCN(C(=O)NCc2ccc(C)cc2)CC1	1	1	-0.1	1	-6	4	-5	2	2
O=C(CSc1nc2ccccc2c(=O)n1-c1ccccc1)N1CCC1	0	0	1.0	-7	4	5	-1	-1	-2
Cn1c(=O)[nH]c(=O)c2c1nc(SCCN1CCOCC1)n2CCCc1ccccc1	4	-4	-0.2	6	7	8	0	5	4
CN(C(=O)COC(=O)C1CCN(S(=O)(=O)c2ccc3c(c2)OCCO3)CC1)C1CCCCC1	4	0	1.9	-10	6	0	-6	-7	-3
CCOC(=O)CSc1nc2ccccc2c(=O)n1C	5	-1	-0.8	4	6	4	4	6	1
CCc1ccc(C(=O)NC(C(=O)O)C(C)C)cc1 (configuration not stated)	-8	1	2.9	2	-3	6	-3	1	-7
COc1ccc(C2CC(c3ccccc3)=NN2C(=O)CSc2nccc(=O)[nH]2)cc1 (configuration not stated)	1	1	0.0	-6	2	-1	1	4	0
CCc1nnc(NC(=O)CN2C(=O)/C(=C/c3cc(OC)c(OC)c(OC)c3)SC2=S)s1	2	10	-3.7	11	-5	3	-11	11	1
CCc1ccc(NC(=O)CSCCO)cc1	-4	1	-0.2	-1	1	3	-6	4	0
CCOc1cc(N2CCOCC2)c(OCC)cc1NC(=O)c1ccc(S(C)(=O)=O)cc1	-2	4	1.2	-4	3	6	-3	2	-6
Cc1ccc(/C=N/NS(=O)(=O)c2ccc([N+](=O)[O-])cc2)o1	3	1	-3.2	8	0	-4	1	6	10
O=C(CN1CCN(C(=O)c2ccccc2)CC1)Nc1ncc(Br)cc1Br	0	-2	-0.8	5	3	2	1	6	2
CN(C)c1ccc(C(C(=O)NC(C)(C)C)N(C(=O)c2csnn2)C2CC2)cc1 (configuration not stated)	-1	-1	0.8	1	-2	3	-6	5	6
COc1ccc(NC(=O)CSCC(=O)Nc2cccc3ncccc23)cc1	-2	1	1.7	-8	7	7	1	2	1
O=C(NCCc1ccccc1)C(=O)NN=C1CCCC1	3	0	3.6	12	2	4	0	5	9
O=C(NCCO)c1cc2ccccc2c(=O)s1	-8	0	2.2	-6	-8	3	-3	-7	0
N#Cc1ccccc1COC(=O)c1ccc2c(c1)OCO2	x	x	x	-1	7	x	-3	0	-9
CN1C(=O)CSC1=Nc1ccc(Br)cc1	4	-3	2.2	4	-11	-4	11	4	-9
O=C(Nc1ccccc1)Nc1n[nH]c2nnc(-c3ccccc3)c(-c3ccccc3)c12	0	-3	0.6	-9	8	4	1	4	0
CCOc1ccc(C(=O)NCCN(C)C)cc1	-3	-1	2.1	2	9	-1	-1	1	5
CN1CCCC(OC(=O)c2ccc(C#N)cc2)C1 (configuration not stated)	-1	-2	3.0	2	-2	5	-2	2	-3
O=C(CN1C(=O)NC2(CCCC2)C1=O)N1CCN(S(=O)(=O)c2cccc(C(F)(F)F)c2)CC1	-2	3	0.1	0	-1	-10	-4	1	6
O=C(Nc1ccc([N+](=O)[O-])cc1)c1cn(-c2ccccc2)nc1-c1cc2ccccc2o1	-6	-3	0.2	10	0	-8	4	2	0

Molecules from the list above that contain a halogen, in the order listed:
SMILES	Fam108B inh	TPT1 inhibitor	MEX-5 binding	MCL1 BIM primary	GLD-1 TGE inh	GSTO1 inh	PAD4 FP inh	BCLXL inh	PME-1 inh
CCOC(=O)N1CCC(N(CCOC)C(=O)Nc2ccc(Cl)cc2)CC1	-4	3	1.5	7	-11	5	-3	0	-12
FC(F)(F)c1cnc(Sc2nc3nccc(-c4ccc(Cl)cc4)n3n2)c(Cl)c1	-5	1	1.7	-1	-2	4	0	2	-11
O=C(NC(c1ccccc1)c1ccccc1)c1ccc(S(=O)(=O)C(F)F)cc1	2	-2	-0.6	-8	-2	-7	2	-6	1
Cc1cc2c(cc1C)C(c1cc(Br)ccc1F)CC(=O)N2 (configuration not stated)	3	-1	1.3	3	8	4	1	2	-3
CN(Cc1cn(C)nc1-c1ccccc1F)CC1CCCCO1 (configuration not stated)	1	1	-0.2	4	0	5	0	3	-4
CCc1ccccc1S(=O)(=O)c1c(C)cc(C)nc1Cl	0	-5	1.1	1	3	6	1	6	10
CN(C)S(=O)(=O)c1ccc2oc(SCC(=O)Nc3ccccc3F)nc2c1	-6	-1	0.9	-2	6	-2	-2	-7	2
CCC1Nc2ncnc(N3CCN(c4ccccc4)CC3)c2N(Cc2ccc(Cl)cc2)C1=O (configuration not stated)	1	-3	0.1	-1	0	-3	-1	1	-4
O=C(CN1CCN(C(=O)c2ccccc2)CC1)Nc1ncc(Br)cc1Br	0	-2	-0.8	5	3	2	1	6	2
CN1C(=O)CSC1=Nc1ccc(Br)cc1	4	-3	2.2	4	-11	-4	11	4	-9
O=C(CN1C(=O)NC2(CCCC2)C1=O)N1CCN(S(=O)(=O)c2cccc(C(F)(F)F)c2)CC1	-2	3	0.1	0	-1	-10	-4	1	6

Only part of the results is shown. The share of hits here may be higher or lower than overall.
